PLCg1 inh – PLC-gamma1 enzyme inhibitors, primary screen, biochemical, fluorescence, purified enzyme; 1-phosphatidylinositol 4,5-bisphosphate phosphodiesterase gamma-1 (Homo sapiens), P19174; fluorogenic substrate; inhibition, % at 12.2 µM; actives 0.84% (n = 370,000); in the data active = inhibition above about 9.5%
MBD2 DNA inh – inhibitors of MBD2 binding to methylated DNA, primary screen, biochemical, TR-FRET, DNA-binding domain, human; Methyl-CpG-binding domain protein 2 (Homo sapiens), Q9UBB5; MBD2 binding to methylated oligonucleotide; inhibition, % at 4.4 µM; actives 0.31% (n = 370,000); AID 686964, 2013; in the data active = inhibition above about 13%
DDE Tn7 FP inh – inhibitors of Tn7 peptide binding to fibrin DD(E), primary screen, biochemical, fluorescence polarization, human fibrin, Tn7 probe. Fibrinogen beta chain (Homo sapiens), P02675. FP displacement of FITC-Tn7 peptide from fibrin DD(E); 0% = median of compound wells per plate. inhibition, % at 8.3 µM. actives 0.13% (n = 370,000). AID 720508, 2013;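 active = inhibition above the mean of compounds falling within the control limits plus 3 SD of them, cut at about 14% in these data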;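 note: 0% = plate median of compound wells and 100% = 10 µM Aha-Tn7 peptide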
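Assay system: human fibrin DD(E). Input: DD(E) 2 µM final. Medium: Tris buffer with calcium and detergent, pH 7.8. Compound dosing: single point at 8.3 µM. Timing: 10 min plus 3 h, room temperature. Technique: fluorescence polarization of the labelled Tn7 tracer. Read-out: percent inhibition. Replicates: singlicate testing.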
UHRF1 MBD2 ctr – UHRF1 methylated DNA binding inhibitors, primary screen, counter-screen for MBD2 inhibitor project, biochemical, TR-FRET, human UHRF1, single concentration; E3 ubiquitin-protein ligase UHRF1 (Homo sapiens), Q96T88; UHRF1 binding to methylated oligo; inhibition, % at 4.4 µM; actives 0.75% (n = 370,000); AID 687016, 2013; in the data active = inhibition above about 21%;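 note: UHRF1 SRA domain binding a hemimethylated CpG hairpin DNA probe; 0% = median of test compound wells and 100% = reference inhibitor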
PLC-beta3 inh – human PLC-beta3 inhibitors, primary screen, biochemical, fluorescence. 1-phosphatidylinositol 4,5-bisphosphate phosphodiesterase beta-3 (Homo sapiens), Q01970. Purified PLC-beta3, fluorogenic substrate. inhibition, % at 12.2 µM. actives 0.18% (n = 370,000); in the data active = inhibition above about 11%;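 note: 0% = median of compound wells on plate and 100% = full blocker control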
ASAP1 inh – inhibitors of human ASAP1 ArfGAP activity, primary screen, biochemical, fluorescence polarization. AID 624377, 2012. ASAP1-stimulated ARF1 GTP hydrolysis, GDP FP detection. inhibition, % at 16.5 µM. Arf-GAP with SH3 domain, ANK repeat and PH domain-containing protein 1 (Homo sapiens), …. actives 0.19% (n = 360,000); in the data active = inhibition above about 25%;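 note: 0% = vehicle with enzyme and substrate and 100% = no enzyme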
Tn6 DDE FP – inhibitors of Tn6 peptide binding to fibrin DD(E), primary screen, biochemical, fluorescence polarization, human fibrin, Tn6 probe. Fibrin DD(E) TRITC-Tn6 fluorescence polarization displacement. inhibition, % at 8.3 µM. actives 0.21% (n = 370,000);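 active = inhibition above a per-campaign cutoff: mean of compounds within control limits plus 3 SD, cut at about 15% in these data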;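 note: 0% = median of all compound wells on the plate and 100% = blocking peptide control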
ADAM17 inh – ADAM17 inhibitors, primary screen, biochemical, QFRET; recombinant ADAM17, EDANS/DABCYL FRET peptide cleavage; AID 720648, 2013; inhibition, % at 6.95 µM; actives 0.83% (n = 370,000);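 active = inhibition above the mean of compounds lying between control limits plus 3 SD, set per campaign, cut at about 8.5% in these data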;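 note: 0% = DMSO-only wells as the low control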
Target sequence (P78536 215-824 limits assumed): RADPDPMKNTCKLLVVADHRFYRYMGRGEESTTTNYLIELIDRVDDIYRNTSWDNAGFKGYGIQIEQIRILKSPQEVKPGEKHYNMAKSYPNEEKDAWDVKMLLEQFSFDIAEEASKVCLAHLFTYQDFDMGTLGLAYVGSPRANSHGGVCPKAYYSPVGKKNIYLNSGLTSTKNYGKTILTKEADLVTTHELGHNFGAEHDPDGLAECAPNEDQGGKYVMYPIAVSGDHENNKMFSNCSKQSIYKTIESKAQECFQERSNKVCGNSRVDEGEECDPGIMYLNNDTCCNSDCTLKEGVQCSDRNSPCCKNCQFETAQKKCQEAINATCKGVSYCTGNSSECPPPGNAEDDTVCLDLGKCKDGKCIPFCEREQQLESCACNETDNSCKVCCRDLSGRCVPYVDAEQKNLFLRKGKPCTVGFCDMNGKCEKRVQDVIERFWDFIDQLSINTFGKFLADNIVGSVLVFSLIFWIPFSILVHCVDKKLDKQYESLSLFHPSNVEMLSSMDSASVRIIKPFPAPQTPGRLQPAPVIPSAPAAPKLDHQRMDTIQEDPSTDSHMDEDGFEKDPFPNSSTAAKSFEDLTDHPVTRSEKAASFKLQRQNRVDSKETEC
ARFGAP1 inh – inhibitors of rat ARFGAP1 GAP activity, primary screen, biochemical, fluorescence polarization, GDP tracer; inhibition, % at 16.5 µM; ADP-ribosylation factor GTPase-activating protein 1 (Rattus norvegicus), Q62848; actives 0.26% (n = 360,000); Arfgap1-stimulated ARF1 GTP hydrolysis, GDP FP detection;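 active = inhibition above a per-plate limit, mean inhibition of low control wells plus 3 SD, cut at about 25% in these data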;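 note: 0% = DMSO wells with enzyme and 100% = wells lacking Arfgap1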
Target sequence (Q62848 1-136 limits assumed): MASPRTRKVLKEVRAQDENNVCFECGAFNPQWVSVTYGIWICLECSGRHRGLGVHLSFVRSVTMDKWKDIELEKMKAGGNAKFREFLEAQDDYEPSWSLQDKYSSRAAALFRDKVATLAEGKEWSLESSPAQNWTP
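Material – truncated rat Arfgap1 GAP domain · Buffer or medium – HEPES-based buffer, pH 7.5 · Reagent – human ARF1(Δ1-17)-GTP substrate · Dosing – 16.5 µM single point, 1.26% DMSO · Schedule – GTP hydrolysis reaction 2 h at 25 °C · Technique – GDP detection by fluorescence polarization · Benchmarks – No-Arfgap1 wells (100%) versus DMSO full-reaction wells (0%) · Repeats – single replicate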
proKLK7 act – proKLK7 zymogen activators, primary screen, biochemical, fluorescence intensity. Kallikrein-7 (Homo sapiens), P49862. purified proKLK7, EDANS-DABCYL substrate fluorescence; 100% is mature enzyme control, 0% vehicle. activation, % at 7 µM. actives 0.9% (n = 370,000);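 active = activation above the mean of all tested compounds plus 3 SD, computed per campaign excluding outliers beyond control limits, cut at about 13% in these data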
Target sequence (P49862 whole entry, looked up): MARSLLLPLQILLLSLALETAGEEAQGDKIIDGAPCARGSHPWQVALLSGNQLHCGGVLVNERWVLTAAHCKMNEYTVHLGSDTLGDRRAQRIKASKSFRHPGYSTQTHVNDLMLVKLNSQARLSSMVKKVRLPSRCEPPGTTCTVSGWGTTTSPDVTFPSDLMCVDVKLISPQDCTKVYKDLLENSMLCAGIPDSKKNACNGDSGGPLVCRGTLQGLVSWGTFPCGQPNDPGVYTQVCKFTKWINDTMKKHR
Starred values were filed as active, the others as inactive.

SMILES	PLCg1 inh	MBD2 DNA inh	DDE Tn7 FP inh	UHRF1 MBD2 ctr	PLC-beta3 inh	ASAP1 inh	Tn6 DDE FP	ADAM17 inh	ARFGAP1 inh	proKLK7 act
CC(=O)Nc1ccc(NC(=O)C(C)OC(=O)c2ccc(S(=O)(=O)N3CCCCC3)cc2)cc1 (stereo unspecified)	1	0	-4	4	1	0	-4	-1	8	0.6
O=C(NCC1CCCO1)c1ccc(N2C(=O)C3CCCCC3C2=O)cc1 (stereo unspecified)	1	8	-6	0	-8	-2	-1	-3	-7	0.1
O=C(Nc1ccc2c(c1)OCCO2)c1cccnc1Oc1ccccc1	-7	0	-4	3	-21	-7	2	-5	1	0.1
O=C(N/N=C/c1ccc([N+](=O)[O-])cc1)c1[nH]ncc1Br	-1	1	1	0	-2	3	-1	-4	7	-0.7
CC(C)CCNC(=O)C1CCCN(S(=O)(=O)c2ccc3c(c2)CC(C)N3C(=O)C2CC2)C1 (stereo unspecified)	1	5	5	11	-10	-11	7	-1	4	0.6
Cc1ccccc1/C(N)=N/OC(=O)c1cccs1	2	-2	-4	-3	4	-4	6	-1	-2	0.6
O=C(CSC1CC(=O)N(CC(c2ccccc2)c2ccccc2)C1=O)Nc1ccc(Cl)cc1 (stereo unspecified)	2	0	-4	4	0	-4	-13	16*	8	-0.4
CCOc1ccc(OCC)c(NS(=O)(=O)c2ccc3c(c2)CCN3C(=O)C2CCC2)c1	5	3	-2	0	8	-3	-9	2	-10	0.2
Cc1[nH]c2ccccc2c1C(c1ccncc1)N1CCC(C)CC1 (stereo unspecified)	-1	1	3	-1	0	-6	8	-6	6	0.3
O=C(c1cccs1)N1CCN(Cc2ccncc2)CC1	0	3	-1	0	0	6	-6	-5	-9	0.3

The closing 3 records of the section above are carried over, then new ones follow:
SMILES	PLCg1 inh	MBD2 DNA inh	DDE Tn7 FP inh	UHRF1 MBD2 ctr	PLC-beta3 inh	ASAP1 inh	Tn6 DDE FP	ADAM17 inh	ARFGAP1 inh	proKLK7 act
CCOc1ccc(OCC)c(NS(=O)(=O)c2ccc3c(c2)CCN3C(=O)C2CCC2)c1	5	3	-2	0	8	-3	-9	2	-10	0.2
Cc1[nH]c2ccccc2c1C(c1ccncc1)N1CCC(C)CC1 (stereo unspecified)	-1	1	3	-1	0	-6	8	-6	6	0.3
O=C(c1cccs1)N1CCN(Cc2ccncc2)CC1	0	3	-1	0	0	6	-6	-5	-9	0.3
CC(C)c1ccccc1NC(=O)COC(=O)c1cccnc1	0	2	-4	-1	-3	0	3	-1	7	-0.6
CCOC(=O)Nc1cccc(OCC(=O)Nc2ccccc2OCC)c1	2	-4	0	-2	0	7	3	2	-2	0.1
Cc1sc(NC(=O)CN2CCOCC2)nc1-c1ccc2c(c1)CCN2S(=O)(=O)c1ccccc1	-5	1	-5	2	-10	0	-1	2	7	-0.9
COc1ccc(O)c(/C=N/c2sc(C)c(C)c2C#N)c1	-5	3	3	1	-5	1	-4	1	5	-0.6
CC(C)(C)c1ccc(OC(=O)Nc2ccc(O)c(C(=O)O)c2)cc1	-93	3	6	-2	-129	1	-1	-64	3	13*
CN(C)c1cc[n+](CC(=O)Nc2ccc(Cl)cc2)cc1	-1	3	4	0	-6	-19	4	-2	3	0.1
O=C(N[C@H](C(=O)N1CCC[C@H]1C(=O)NC1CCCC1)C1CCCCC1)c1ccccc1	1	0	10	-2	3	-2	2	-3	-5	0.2
COCCN(CCOC)S(=O)(=O)c1ccc(C(=O)Nc2nnc(COC)o2)cc1	0	4	3	-1	2	7	-2	-2	-1	0.2
CCCc1cc2nnc(SCC(=O)N(C)C3CCCCC3)n2c(N)n1	-5	-5	8	1	-2	-1	-4	-1	-6	0.8
COc1ccccc1S(=O)(=O)N(C)C[C@@H]1OCc2cnnn2CCCC(=O)N([C@H](C)CO)C[C@H]1C	-1	1	5	0	0	9	3	-6	-4	0.5
CN(C)C(=O)CSc1nc2ccc(C(=O)c3ccccc3)cc2[nH]1	-6	1	3	-1	-11	-8	3	0	4	0.4
O=C(Cc1ccccc1)NN1C(=O)c2ccccc2C1=O	2	-2	-1	-2	-7	17	-2	-1	15	-0.4
CCN(CC)S(=O)(=O)c1ccc(N2CCOCC2)c(NC(=O)c2cccc(C#N)c2)c1	1	-6	-4	1	-2	10	-4	3	3	0.1
Cc1ccc(CN2C(=O)C(CC(C)C)Nc3ncnc(N4CCCCC4)c32)cc1 (stereo unspecified)	1	-3	-5	-1	0	-10	-3	2	-15	-0.1
CCOc1ccc(C(C(=O)Nc2ccc(F)cc2)N(C(=O)Cn2nnc3ccccc32)C2CC2)cc1 (stereo unspecified)	1	-1	-8	-5	2	-8	-4	1	-4	0.3
CN(Cc1ccccc1)C(=O)c1ccc(COc2ccccc2)cc1	0	2	4	-3	-3	-1	-4	0	3	0.0
CC1CCN(C(=O)CSc2nnc(Cc3cc(=O)[nH]c(=O)[nH]3)n2-c2ccc(Cl)cc2)CC1	4	-2	-2	1	0	-1	1	0	2	0.1
Cc1ccc(C(=O)OCC(=O)N(CC(C)C)c2c(N)n(Cc3ccccc3)c(=O)[nH]c2=O)cc1[N+](=O)[O-]	-71	-1	3	-2	-80	2	1	-32	3	4.3
Cc1cc(N2CCOCC2)nc2ccc(NC(=O)CCC(=O)N3CCCC(C)C3)cc12 (stereo unspecified)	-71	-1	-6	0	-99	11	-6	-250	11	2.6
O=C(Nc1nc(-c2ccccc2)c(C(=O)c2ccccc2)s1)c1ccc(S(=O)(=O)N2CCCC2)cc1	-1	1	3	2	0	19	-6	0	5	0.4
Cc1ccc(NC(=O)CCn2c(=O)oc3ccccc32)c(C)c1	6	-3	-2	-1	2	7	5	2	3	0.2
O=C(CSCc1cccc(CSCC(=O)Nc2ccccc2)n1)Nc1ccccc1	1	0	1	-5	-1	-6	-1	-1	3	0.7
CCCNC(=O)C[C@@H]1CC[C@H]2NC[C@H](O)COC[C@@H]2O1	3	0	-2	-4	-1	12	0	1	-1	0.6
O=C1CC(c2ccccc2)=Nc2ccccc2N1Cc1ccccc1	4	-4	-6	-2	2	5	-3	4	5	0.3
CCCCN(C(=O)c1cc(S(=O)(=O)N2CCOCC2)ccc1N1CCOCC1)c1ccccc1	1	-4	-1	0	1	-2	2	-2	9	-0.4
Cc1cc(NC(=O)CN2C(=O)NC(C)(c3ccccc3)C2=O)no1 (stereo unspecified)	0	3	-5	97*	1	-6	6	-1	-9	0.6
COc1cc(/C=N/NC(=O)c2nc3ccccn3c2C)cc(OC)c1O	-3	-5	-4	1	-16	9	4	0	-14	0.9
Cc1onc(-c2ccccc2)c1C(=O)N1CCN(Cc2ccc3c(c2)OCO3)CC1	-1	-1	0	0	1	2	-2	-4	0	-0.2
Cn1cc(SCC(=O)Nc2nccs2)c2ccccc21	1	-1	6	-3	2	13	0	2	-8	-0.8
CCOc1ccc(N/C(N)=N/c2nc(CSc3nnnn3-c3ccccc3)cc(=O)[nH]2)cc1	1	6	0	-1	-3	7	1	-2	13	0.0
COc1ccc(-c2nn(C)c(=O)c3ccccc23)cc1NS(C)(=O)=O	-3	0	0	2	-2	-4	5	-6	12	-0.4
CC(=O)Nc1ccc(OCC(O)Cn2cnc3ccccc32)cc1 (stereo unspecified)	0	-5	-2	-1	1	-23	-4	-5	-7	-0.5
CCOC(=O)CCCNC(=O)CN1CCC(c2nc3ccccc3s2)CC1	-1	-4	7	-2	-4	-14	4	-4	7	-1.0
COc1cc(O)oc1C=Nc1ccc(Cl)cc1	0	1	-8	-2	-4	-12	-8	0	7	0.3
C=CCc1cccc(CNc2cnc3ccccc3c2)c1O	-54	0	-12	-1	-79	-4	-2	-114	12	5.6
COc1ccccc1NC(=O)c1ccc(NC(=O)c2nc3nccc(C)n3n2)cc1	1	6	-8	-3	-8	-3	-5	-6	2	0.0
Cc1ccccc1/C=N/N=C1/NC(=O)CCS1	2	5	2	7	-5	11	1	-1	6	0.0
Cc1ccc(SCC(=O)c2c(C)nc3cc(C)ccn23)cc1	-1	-4	-9	1	4	-3	-1	1	-13	-0.4
Cc1ccc(-n2sc3ccccc3c2=O)cc1	-1	0	-5	-6	1	9	-3	1	-8	0.5
COc1ccc(OC)c(NC(=O)NCCN2CCN(c3ccccc3)CC2)c1	3	8	-2	2	-5	-5	-2	-1	-5	0.2
COc1ccc(CN(C)C(=O)/C=C/[C@H]2O[C@@H](n3cc(C)c(=O)[nH]c3=O)C[C@@H]2O)cc1OC	3	-1	6	0	1	5	-1	-6	-5	-0.1
CCN(CC(=O)Nc1ccc(NC(C)=O)cc1)C(=O)c1ccc2ccccc2c1	-5	2	3	3	-6	-3	0	0	-4	0.0
CCC(C)c1ccc(NC(=S)NCc2cccnc2)cc1 (stereo unspecified)	0	1	-1	1	1	11	-4	-2	12	-0.1
Cc1cc(Cl)ccc1OCCCC(=O)N1CCOCC1	8	-3	-2	2	1	-12	0	-1	3	0.2
COc1ccc(NC(=O)N2CCc3cc(OC)c(OC)cc3C2)cc1	-18	-4	-1	-2	-25	-8	6	-11	0	2.2
COc1ccc(C2C(C#N)=C(N)N(c3ccccc3)C3=C2C(=O)CCC3)cc1Cn1cc([N+](=O)[O-])cn1 (stereo unspecified)	-15	-3	7	-5	-20	13	3	5	-8	0.2
C=CCOC(=O)c1ccccc1C(=O)OCC=C	-2	2	2	-2	2	4	7	-4	3	-0.7
CC(=O)OCC(=O)[C@@]1(O)CC[C@H]2[C@@H]3CCC4=CC(=O)C=C[C@]4(C)[C@H]3[C@@H](O)C[C@@]21C	2	1	1	1	1	10	3	-4	7	-0.2
Cc1[nH]c2ccc(F)cc2c1CCN(Cc1cccnc1)C(=S)NC(C)(C)C	4	0	4	-1	-2	10	-1	0	7	-0.8
COC(=O)c1cc(C(=O)OC)cc(-n2c(C)cc(C(=O)CC#N)c2C)c1	-21	1	5	-2	-26	16	0	-13	-4	0.5
CCCN1CCN(CCCNC(=O)c2ccc3c(Cl)c4c(nc3c2)CCCC4)CC1	1	0	1	-6	-5	3	2	-4	-2	0.2
